Screening results as filed in PubChem BioAssay.
TRPC6 inhibitor = mouse TRPC6 channel inhibition; Q61143; HEK293-TRPC6, membrane potential dye, ACh-evoked depolarization; hits give low values; B-score at 10 µM; 1.1% of 310,000 active; AID 2553;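 active means B-score under library mean minus 3 SD, initial fluorescence not abnormally high, positive integrated signal ratio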;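 further: B-score derived from integrated fluorescence ratio over the kinetic read; more negative B-score means stronger inhibition of depolarization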
TRPC6 activator = mouse TRPC6 channel activation. 0.13% of 310,000 active. B-score at 10 µM. HEK293-TRPC6 membrane potential dye fluorescence; hits give high values;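 active means B-score of the integrated fluorescence ratio above library mean plus 3 SD, and starting fluorescence ratio within library mean plus 5 SD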;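 further: higher score means more depolarization so channel activation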
MrgX1 agonist = activates human MrgX1 receptor signaling | MrgX1-HEK293 cells, Fluo-4 calcium fluorescence, agonist mode; hits give high values | B-score at 10 µM | AID 588627 | 0.44% of 310,000 active | Q96LB2;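 active means calcium response B-score plate-corrected fluorescence ratio at least 3 library SD, with starting fluorescence B-score inside 5 SD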
Target sequence (Q96LB2 whole entry, looked up): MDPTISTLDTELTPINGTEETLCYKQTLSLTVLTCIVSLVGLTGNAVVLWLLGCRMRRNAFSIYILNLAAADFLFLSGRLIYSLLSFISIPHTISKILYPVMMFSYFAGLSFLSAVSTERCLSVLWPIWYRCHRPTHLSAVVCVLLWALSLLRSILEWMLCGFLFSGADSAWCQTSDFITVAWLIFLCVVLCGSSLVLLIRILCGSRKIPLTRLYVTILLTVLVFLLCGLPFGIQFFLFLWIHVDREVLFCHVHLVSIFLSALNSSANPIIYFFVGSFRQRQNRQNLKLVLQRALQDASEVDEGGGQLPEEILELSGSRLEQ
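times = overnight plating, then 30 min 37 °C plus 30 min room-temperature dye loading | assay system = stable human MrgX1 HEK293 cell line | input = fifteen thousand cells per well | signal = kinetic calcium dye fluorescence, Fluo-4 NW | dosing = compound delivered in addition one of three | read-out = B-scored fluorescence response ratio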
TRPC4 block = TRPC4 (mouse) channel inhibition; Q9QUQ5; HEK293 TRPC4beta/mu-opioid, DAMGO-evoked Fluo4 calcium flux; hits give low values; B-score at 10 µM; 0.39% of 300,000 active; AID 2247;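 active means B-score over 3 SD under the library average, no early fluorescence shift, positive overall ratio signal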
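Signal: kinetic Fluo4 fluorescence imaging of calcium influx. Material: stable TRPC4beta/mu-opioid receptor HEK293 cells. Probe or stimulus: DAMGO in two steps, submaximal then maximal.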
TRPC4 PAM = allosterically enhances the mouse TRPC4 cation channel; Q9QUQ5; HEK293 TRPC4beta/mu-opioid, DAMGO EC20, Fluo-4 Ca2+ flux; hits give high values; B-score at 10 µM; 0.42% of 310,000 active; AID 2227;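 active means B-score of calcium response area above 5 SD of library B-scores, with initial fluorescence ratio within 5 SD of library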;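 further: B-score of integrated fluorescence ratio over time as area under calcium response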
TMEM16A inh = inhibitors of mouse TMEM16A calcium-activated chloride channel | normalized B-score (activity score, 25-100; higher = stronger inhibition) at 10 µM | 1.2% of 310,000 active | Q8BHY3 | HEK293 TMEM16A/YFP iodide influx fluorescence, ionomycin;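 active means ratio plate-corrected score three or more library SD toward inhibition, starting fluorescence score within five deviations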;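 further: score derived from kinetic fluorescence span divided by baseline fluorescence per well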
TRPC4 agonist = TRPC4 (mouse) channel activation. B-score at 10 µM. Q9QUQ5. HEK293 TRPC4beta/mu-opioid, Fluo4 calcium fluorescence; hits give high values. AID 2237. 0.49% of 310,000 active;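 active means B-score above 5 SD of library B-scores, and initial fluorescence ratio not above library mean plus 5 SD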;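 further: positive B-score marks a calcium rise read as TRPC4 activation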
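Assay system: HEK293 stable line with TRPC4beta plus mu-opioid receptor; schedule: 45 min room-temperature Fluo4 loading, 110 s read; technique: kinetic Fluo4 calcium fluorescence; evaluation: integrated baseline-normalised fluorescence ratio, converted to per-well B score; controls: buffer (low) and maximal DAMGO (high)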
ANO1 activ = activators or potentiators of mouse TMEM16A chloride channel | HEK293 TMEM16A/YFP-H148Q/I152L, iodide quench fluorescence; hits give low values | Q8BHY3 | AID 623877 | 0.3% of 340,000 active | B-score at 10 µM;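 active means fluorescence-ratio B-score plate-corrected deviation score at least 3 library SD below zero, with starting fluorescence score within 5 deviations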;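 further: channel opened by trigger with iodide after compound preincubation; score built on the fluorescence ratio of max minus min over baseline; more negative score means more quench and so TMEM16A activation or potentiation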
MrgX1 allo act = human MrgX1 positive allosteric modulation, primary screen; Q96LB2; B-score at 10 µM; 0.63% of 310,000 active; MrgX1-HEK293, Fluo-4 calcium flux, FDSS; hits give high values;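 active means plate-corrected calcium response at least 3 library SD above typical, normal starting fluorescence, not activating the receptor alone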;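 further: compound read alongside a low EC10 to EC30 dose of BAM8-22 agonist; peak minus trough fluorescence over baseline measured at the second addition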
MrgX1 antag = antagonists of human MrgX1 receptor. 1.3% of 310,000 active. MRGX1-HEK293 calcium flux, Fluo-4, BAM8-22 antagonism; hits give low values. Q96LB2. B-score at 10 µM;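 active means calcium-response B-score plate-corrected more than 3 library SD below zero, starting fluorescence within 5 deviations, no agonist response on first addition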;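 further: peak minus trough fluorescence over baseline after final BAM8-22 challenge near maximal dose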
SKKanGAS inh = SKKanGAS growth inhibition. S. pyogenes SKKanGAS, kanamycin growth, BacTiter-Glo, 6 h. inhibition, % at 7.5 µM. 1.3% of 300,000 active. AID 1662;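 active means mean replicate score, as percent of positive control median, at least 50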;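 further: strain carries kanamycin resistance gene driven by streptokinase promoter and grows in 40 µg/ml kanamycin; loss of luminescence reflects streptokinase promoter inhibition or plain growth inhibition; 0% = median of DMSO wells and 100% = positive control at its reference dose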
* = called active by the depositor; i = inactive; x = no result given.

Screens in order – TRPC6 inhibitor | TRPC6 activator | MrgX1 agonist | TRPC4 block | TRPC4 PAM | TMEM16A inh | TRPC4 agonist | ANO1 activ | MrgX1 allo act | MrgX1 antag | SKKanGAS inh
> Cc1ccc(-n2c(C)cc(/C=N\NC(=O)CC(=O)NC(C)C)c2C)cc1
→ i | i | i | i | i | i | i | i | i | i | 4
> CCN(CC)CCNc1ccc(CO)c2sc3ccccc3c(=O)c12
→ -5.2* | i | i | i | i | i | i | i | i | i | -5
> COC(=O)Nc1c(-c2ccccc2)nc2ccc(Cl)cn12
→ i | i | i | i | i | i | i | i | i | i | -2
> CCN(C(=O)COC(=O)c1c(NC(C)=O)sc(C)c1C)C1CCS(=O)(=O)C1 (centres undefined)
→ i | i | i | i | i | i | i | i | i | i | 14
> CCN(CC)CC(O)COc1ccccc1C(=O)CCc1ccccc1 (centres undefined)
→ i | i | i | i | i | i | i | i | i | i | -1
> CC(=O)OCCN1C(=O)c2cccnc2C1=O
→ i | i | i | i | i | i | i | i | i | i | 6
> O=C(CSc1nc2ccc(Cl)cc2[nH]1)NCCc1ccccc1
→ i | i | i | i | i | i | i | i | i | i | 1
> CS(=O)(=O)c1ccc(Sc2nc3ccccc3[nH]2)c([N+](=O)[O-])c1
→ i | i | i | i | i | i | i | i | i | i | -3
> c1ccc(CCNc2nnnn2-c2ccccc2)cc1
→ i | i | i | i | i | i | i | i | i | i | 3
> O=C(O)c1ccc2c(c1)C(=O)/C(=C\c1ccco1)C2=O
→ i | i | i | i | i | i | i | i | i | i | -14
> O=C(NC1CCCCC1)N1CCc2ccccc21
→ i | i | i | i | i | i | i | i | i | i | 7
> CC(C)C(=O)Nc1ccc(NC(=O)c2cccc(F)c2)cn1
→ i | i | i | i | i | i | i | x | i | i | -3
> O=C(O)c1cc(S(=O)(=O)O)ccc1O
→ i | i | i | i | i | i | i | i | i | i | 3
> COc1ccc(CN=C2Nc3ccccc3CS2)cc1
→ i | i | i | i | i | i | i | i | i | i | -10
> O=C(NCCc1ccc(Cl)cc1)c1ccc2nccnc2c1
→ i | i | i | i | i | i | i | i | i | i | -10
> CCOC(=O)C1=C(C)OC(N)=C(C#N)C1c1cc(OC)c2c(c1)OCO2 (centres undefined)
→ i | i | i | i | i | i | i | i | i | i | 2
> Cc1cc(=O)oc2cc(OC(C)C(=O)NCC3CCCO3)ccc12 (centres undefined)
→ i | i | i | i | i | i | i | i | i | i | -1
> COc1ccccc1CN(C)C(C)C(=O)Nc1cccc(C(C)=O)c1 (centres undefined)
→ i | i | i | i | i | i | i | i | i | i | 7
> C#CCSc1n[nH]c(-c2ccco2)n1
→ i | i | i | i | i | i | i | i | i | i | 7
> Cc1cc(NS(=O)(=O)c2ccc(NC(=O)CCCOc3ccc(Cl)cc3)cc2)no1
→ i | i | i | i | i | i | i | i | i | i | 9
> CC1CCN(CC(=O)c2c[nH]c3ccccc23)CC1
→ i | i | i | i | i | i | i | i | i | i | -4
> C/C(=C\C(=O)c1c(O)cc(C)oc1=O)N(C)C
→ i | i | i | i | i | i | i | i | i | i | 10
> Cc1onc(-c2c(Cl)cccc2Cl)c1C(=O)NCc1ccccn1
→ i | i | i | i | i | i | i | i | i | i | 4
> Cn1ncc2c(NNC(=O)c3ccccc3Cl)ncnc21
→ i | i | i | i | i | i | i | i | i | i | -3
> CNC(=O)CSc1nnnn1CCCOC
→ i | i | i | i | i | i | i | x | i | i | -4
> O=C(c1ccco1)N1CCN(C(c2ccccn2)c2nnnn2C2CCCC2)CC1 (centres undefined)
→ i | i | i | i | i | i | i | i | i | i | -4
> CCOc1ccccc1NC(=O)c1cccnc1
→ i | i | i | i | i | i | i | i | i | i | -5
> Cc1ccc(NC(=O)COC(=O)Cc2csc(-c3cccc(F)c3)n2)cc1C
→ i | i | i | i | i | i | i | i | i | i | -9
> CC(=O)Nc1ccc(-c2csc(NCc3ccccc3)n2)cc1
→ i | i | i | i | i | i | i | i | i | i | -2
> Cc1ccc(-n2nc3c(c2NC(=O)c2ccc4c(c2)OCO4)CS(=O)(=O)C3)cc1C
→ i | i | i | i | i | i | i | i | i | i | 5
> Cc1nn(-c2ccc([N+](=O)[O-])cc2)c2c1C(c1ccc(OC(F)F)cc1)N1C(=N2)C(=O)Nc2ccccc21 (centres undefined)
→ i | i | i | i | i | i | i | i | i | i | 6
> Cc1ccc(NC(=O)Cc2nn(C)c(=O)c3ccccc23)cc1F
→ i | i | i | i | i | i | i | i | i | i | 6
> CCc1ccc(/C=C2\SC(=S)N(CCC(=O)N3CCN(C)CC3)C2=O)cc1
→ i | i | i | i | i | i | i | i | i | i | -14
> COC(c1ccccc1)c1nnc(CCC(=O)N2CCCCCCC2)o1 (centres undefined)
→ i | i | i | i | i | i | i | i | i | i | 2
> CC(C)NC(=O)C1CCN(C2CCN(C(=O)C3=CCCC3)CC2)CC1
→ i | i | i | i | i | i | i | i | i | i | x
> O=C(CSc1nc2[nH]ncc2c(=O)n1-c1ccccc1)N1CCCc2ccccc21
→ i | i | i | i | i | i | i | x | i | i | 11
> O=C(Nc1cccc(O)c1)c1ccc(Br)cc1
→ i | i | i | i | i | i | i | i | i | i | 4
> Cc1ccc(S(=O)(=O)NCC(=O)NC2CCCCCC2)cc1
→ i | i | i | i | i | i | i | i | i | i | -4
> Cc1ccc(-c2nc(CS(=O)(=O)CC(=O)Nc3cc(F)ccc3F)c(C)o2)cc1
→ i | i | i | i | i | i | i | i | i | i | -10
> COc1ccc(NC(=O)C2CCOC2=O)cc1 (centres undefined)
→ i | i | i | i | i | i | i | i | i | i | 0
> Cc1ccc(NC(=O)Cn2cnc3c(=O)n(C)c(=O)n(C)c32)c(C)c1
→ i | i | i | i | i | i | i | i | i | i | 0
> O=C(O)CN1C(=O)COc2cc(S(=O)(=O)N3CCCC3)ccc21
→ i | i | i | i | i | i | i | i | i | i | 3
> COc1ccc(Cl)cc1NC(=O)CSc1nnc(Cn2c(=O)sc3ccccc32)n1C
→ x | x | i | x | x | i | x | i | i | i | x
> CC(=O)NCCc1ccc(S(=O)(=O)N2CCN(c3nc(-c4ccccc4)c(C)s3)CC2)cc1
→ i | i | i | i | i | i | i | i | i | i | -1
> Cc1ccc2cccc(S(=O)(=O)n3nc(C)cc3C)c2n1
→ i | i | i | i | i | i | i | i | i | i | 6

Next section, overlapping the part above by 2 compounds.
Screens in order – TRPC6 inhibitor | TRPC6 activator | MrgX1 agonist | TRPC4 block | TRPC4 PAM | TMEM16A inh | TRPC4 agonist | ANO1 activ | MrgX1 allo act | MrgX1 antag | SKKanGAS inh
> CC(=O)NCCc1ccc(S(=O)(=O)N2CCN(c3nc(-c4ccccc4)c(C)s3)CC2)cc1
→ i | i | i | i | i | i | i | i | i | i | -1
> Cc1ccc2cccc(S(=O)(=O)n3nc(C)cc3C)c2n1
→ i | i | i | i | i | i | i | i | i | i | 6
> CCOC(=O)COc1ccc(S(=O)(=O)NCc2cccnc2)cc1
→ i | i | i | i | i | i | i | i | i | i | -9
> CCC1CCCCN1C(=O)c1cc2c(=O)n3cccc(C)c3nc2s1 (centres undefined)
→ i | i | i | i | i | i | i | i | i | i | 0
> O=C(NNC(=O)c1ccccc1F)c1ccc2[nH]c(=O)c(=O)[nH]c2c1
→ i | i | i | i | i | i | i | i | i | i | -4
> Cc1ccc2nc(N(CCCN(C)C)C(=O)c3cc(-c4cccs4)nc4ccccc34)sc2c1
→ i | i | i | i | i | i | i | i | i | i | 18
> O=C(Nc1ccccc1)c1cccc(N2C(=O)C3C4C=CC(C5CC45)C3C2=O)c1 (centres undefined)
→ i | i | i | i | i | i | i | i | i | i | 4
> CC1CCC(NC(=O)c2ccc3c(c2)OCO3)CC1 (centres undefined)
→ i | i | i | i | i | i | i | i | i | i | 2
> COc1cc(OC)cc(-n2nnnc2SCC(=O)NC2CCCC2)c1
→ i | i | i | i | i | i | i | i | i | i | 4
> COCCNC(=O)c1cn(C)c2ccccc2c1=O
→ i | i | i | i | i | i | i | i | i | i | 5
> Cc1nn(CCCC(=O)Nc2cccnc2Cl)c(C)c1[N+](=O)[O-]
→ i | i | i | i | i | i | i | i | i | i | -8
> Cc1nc2sccn2c(=O)c1CCN1CCC(=C(c2ccccc2)c2ccc(F)cc2)CC1
→ i | i | i | i | i | i | i | x | i | i | 1
> COc1cc(OC)c(C2C(C#N)=C(C)NC(C)=C2C#N)c(C(=O)O)c1
→ i | i | i | i | i | i | i | i | i | i | 5
> CN(C(=O)CSc1nnc(-c2ccco2)n1N)C1CCCCC1
→ i | i | i | i | i | i | i | i | i | i | 4
> O=C(O)c1cnc(-c2ccccc2)nc1Oc1ccc(Cl)cc1
→ i | i | i | i | i | i | i | i | i | i | x
> Cc1cccc(CCNC(=O)c2cccc3c2C(=O)N(C2CCCCC2)C3)c1
→ i | i | i | i | i | i | i | i | i | i | 2
> Cc1cnc(CN(C)Cc2c(C(=O)N3CCc4ccccc4C3)nc3ccc(Cl)cn23)[nH]1
→ i | i | i | i | i | i | i | i | i | i | -2
> COc1ccc(-c2csc(NC(=O)CN3C(=O)NC4(CCCC4)C3=O)n2)cc1OC
→ i | i | i | i | i | i | i | i | i | i | -3
> Cc1ccccc1C(=O)NNC(=S)NC(=O)c1ccc(Cl)cc1Cl
→ i | i | 172* | i | i | 100* | 249* | i | i | i | 28
> COc1ccc(C(=O)/C=C/Nc2ccc(S(N)(=O)=O)cc2)cc1OC
→ i | i | i | i | i | i | i | i | i | i | -9
> O=C(NC(=S)Nc1cc(S(=O)(=O)N2CCOCC2)ccc1O)c1ccco1
→ i | i | i | i | i | i | i | i | i | i | 0
> CCN1C(=O)N[C@@H](c2ccco2)C(C(C)=O)=C1C
→ i | i | i | i | i | i | i | i | i | i | -2
> Cc1cccn2c(/C=N/OCc3cccc(F)c3)c(-c3ccc(Cl)cc3)nc12
→ i | i | i | i | i | i | i | i | i | i | 20
> S=c1[nH]nc(-c2ccc(Cl)cc2)n1-c1ccc2c(c1)OCCO2
→ i | i | i | i | i | i | i | i | i | i | -1
